BAP1 block: blocks human BAP1 ubiquitin-AMC hydrolysis. activity remaining (% of control), % at 20 µM. hit rate 0.48% among 72,000. recombinant BAP1, Ub-AMC hydrolysis fluorescence kinetic; hits give low values. Q92560. AID 436;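 active = activity remaining at or below 50% of control, provided the compound also passes the data quality filters; inactive = the rest, including low values that fail the filters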;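 note: 100% = DMSO wells rate and 0% = substrate alone blank rate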
HePTP inh: inhibitors of human HePTP phosphatase. P35236. recombinant HePTP phosphatase activity, OD absorbance. inhibition, % at 20 µM. hit rate 0.64% among 110,000. AID 521; in the data active = inhibition above about 50%;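 note: plate controls were vehicle for no effect and reference inhibitor for full effect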
Target sequence (P35236 whole entry, looked up): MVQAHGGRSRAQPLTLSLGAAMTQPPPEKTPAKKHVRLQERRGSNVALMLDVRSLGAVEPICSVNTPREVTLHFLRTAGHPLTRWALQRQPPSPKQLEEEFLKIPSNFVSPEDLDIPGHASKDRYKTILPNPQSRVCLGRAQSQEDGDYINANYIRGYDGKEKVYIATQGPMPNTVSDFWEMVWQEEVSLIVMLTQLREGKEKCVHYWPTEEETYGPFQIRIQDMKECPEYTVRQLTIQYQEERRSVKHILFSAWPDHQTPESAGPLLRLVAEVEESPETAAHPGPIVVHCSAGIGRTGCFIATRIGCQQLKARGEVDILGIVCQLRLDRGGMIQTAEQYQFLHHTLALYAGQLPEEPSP
* = called active by the depositor; i = inactive; x = not tested or not shown; & = joins results of further samples.

SMILES	BAP1 block	HePTP inh
COc1cccc(NC(=O)COC(=O)c2cccnc2)c1	98	12
CN(C)c1ccc(NC(=O)COc2ccc(Br)cc2)cc1	67	x
Cc1nc2cc(NC(=O)N3c4ccccc4CC3C)ccc2o1 (stereo not drawn)	84	3
COc1ccc(NC(=S)NCc2ccc(Cl)cc2)cc1	x	-4
Cc1cccc(N2CCN(C(=O)Cn3sc4nc(C)cc(C)c4c3=O)CC2C)c1 (stereo not drawn)	89	-10
Cc1occc1C(=O)NC(C)C1CCCO1 (stereo not drawn)	108	6
CCn1c2ccccc2c2cc(CNCCc3ccc(OC)c(OC)c3)ccc21	x	9
O=C1N=c2ccccc2=C1c1sc(=S)n(-c2ccc(C(=O)O)cc2)c1O	x	100*
CC(=O)C(Sc1ccccc1[N+](=O)[O-])C(C)=O	x	-26
CCOc1ccc2c(c1)n(CO)c(=S)n2CO	90	1
CN(C)S(=O)(=O)NC(c1ccccc1)c1ccccc1	102	-9
COc1cc(NC(=O)c2cccc(C)c2)c(C(=O)O)cc1OC	x	14
COc1cc(OC)c(OC)cc1CNc1cc(C)ccc1OC	92	6
O=C(CSc1nnc(-c2cccs2)o1)c1cccs1	109	4
COc1ccccc1C1CC(=O)NC(SCC(=O)Nc2ccccc2)=C1C#N (stereo not drawn)	94	1
O=C(/C=C/c1ccccc1)Nc1ccc(I)cc1Cl	x	4
Cc1ccc2nc(-c3ccc(NC(=O)c4ccc(S(=O)(=O)N5CCCC5)cc4)cc3)sc2c1	x	-8
COc1ccc(C2=C/C(=C\c3ccccc3[N+](=O)[O-])C(=O)O2)cc1	x	23
CCCCCCCCCCCCCCSCC(=O)O	15*	x
CC(=O)c1c(C)[nH]c(C(=O)NCCc2cccc(C)c2)c1C	96	-2
O=C(c1ccco1)N1CCN(C(=O)c2cc(-c3ccncc3)nc3ccc(Br)cc23)CC1	x	5
CCOc1c(/C=C(\C#N)C(N)=O)c2ccccc2n1-c1c(Cl)cccc1Cl	x	2
O=C(CC(Sc1ccccc1)c1cccs1)c1ccco1 (stereo not drawn)	82	4
O=C1OC(c2ccccc2F)=N/C1=C\c1ccc(Br)cc1	x	9
CCN(CC)CCN1C(=O)c2ccccc2NC1c1cccc(F)c1 (stereo not drawn)	97	7&-9

The results go on:
SMILES	BAP1 block	HePTP inh
O=C(Nc1ccccc1F)c1cc(S(=O)(=O)N2CCCCC2)cs1	98	12
CCN(CC)S(=O)(=O)c1ccc2c(c1)c(=O)c(C(=O)N1CCN(c3ccccc3)CC1)cn2C	90	3
CCOC(=O)c1c(Nc2ccc(C)cc2)csc1C	x	5
Cc1nc(NC2=NCN(CCN3CCOCC3)CN2)nc2c(C)cccc12	94	6
c1ccc(COc2ccc(CNn3cnnc3)cc2)cc1	75	-1
Cc1csc2ncc(C(=O)Nc3ccc4c(c3)OCCO4)c(=O)n12	96	-7
C=CCn1c(SCc2ccc(C(=O)OC)cc2)nnc1-c1sc(N)nc1C	63	9
COc1ccc(NC(=O)CSc2nnc(CNC(=O)c3ccco3)n2-c2ccccc2OC)cc1	97	-4
O=C(CN1CCCC(O)C1)N1c2ccccc2Sc2ccc(C(F)(F)F)cc21 (stereo not drawn)	90	7
CCOC(=O)C1=C(c2ccccc2)N=c2s/c(=C\c3ccc(O)cc3)c(=O)n2C1c1cccs1 (stereo not drawn)	x	-10
Cc1ccnc(NC(=O)Nc2cccc(F)c2)c1	75	0
C/C(NCCc1ccccc1)=C(/C#N)C(N)=O	x	-10
C/C(=N\Nc1nnc2c(n1)[nH]c1ccccc12)c1cccs1	x	-17
CCOC(=O)C1=C(CS(=O)(=O)c2ccccc2)NC(=O)NC1c1ccccc1OCC (stereo not drawn)	85	7
Nc1c(C(=O)NCc2ccco2)nnn1Cc1ccccc1	106	6
CN(C)c1ccc(C(=O)Nc2nc3ccc(Cl)cc3s2)cc1	62	x
Cc1ccc(-c2nc(C3CCCN(S(=O)(=O)c4ccc(C)cc4)C3)no2)cc1 (stereo not drawn)	67	10
COc1cccc(C2=NN(C(=O)c3cccc(Br)c3)C(O)(C(F)(F)F)C2)c1 (stereo not drawn)	x	7
CCOC(=O)c1ccc(-c2ccc(/C=C3/SC(=S)N(CC)C3=O)o2)cc1	x	2
COc1ccc(OC)c(S(=O)(=O)N2CCCCC2C(=O)N2CCN(c3ccccn3)CC2)c1 (stereo not drawn)	x	-5
COc1cccc(N2CC(C(=O)OC(C)C(=O)c3ccccc3)CC2=O)c1 (stereo not drawn)	100	10
COc1cccc(/C=C/c2ccncc2)c1OC	103	-1
Cc1ccc(CNC(=O)C2CC(=O)OC23CCCC3)c(C)c1 (stereo not drawn)	x	0
C/C(N)=C(/C#N)C(=O)CSc1nc(C2CCCCC2)n(-c2ccccc2)n1	110	5
O=C(c1ccccc1)c1cccn1CC(=O)N1CCN(c2ccccc2)CC1	91	6

Continuation.
SMILES	BAP1 block	HePTP inh
Cc1cccc(OC(=O)C#Cc2ccccc2)c1	x	7
O=C1C(Cl)=C(Nc2ccc(Nc3ccccc3)cc2)C(=O)c2ccccc21	x	-6
CCCCCSc1nc2c(c(=O)[nH]c(=O)n2C)n1C(C)C	96	-3
CC1(C)CC(=O)C2=C(C1)c1c(ccc3ccccc13)NC2c1cc2c(cc1Cl)OCO2 (stereo not drawn)	x	2
CCN(CC)C(=O)CSc1nnc([C@H](Cc2c[nH]c3ccccc23)NC(=O)OC(C)(C)C)o1	86	3
CCCN1C(=O)c2ccc(C(=O)NC3=NCCS3)cc2C1=O	116	-1
CC(=O)Nc1ccc(C(=O)NCc2ccccn2)cc1	x	7
Cc1ccc(OCC(=O)NC(C)c2ccccc2)cc1C (stereo not drawn)	x	2
CC(c1ccccc1)n1cc(C(=O)NCC2CCCO2)nn1 (stereo not drawn)	110	10
Cc1nnc(Nc2cccc(O)c2)c2ccccc12	x	-6
COc1ccccc1-n1cnnc1SCC(=O)N1CCN(S(=O)(=O)c2ccccc2)CC1	101	7
O=S(=O)(NCc1ccc2c(c1)OCO2)c1ccc2c(c1)oc1ccccc12	x	2
O=c1ccnc(SCc2ccccc2Cl)[nH]1	155	1
Cc1ccc(/C(O)=C(\C#N)c2nc3ccccc3[nH]2)cc1	x	3
CC1CCCCN1C(=O)Cc1ccc(F)cc1 (stereo not drawn)	x	0
Cc1nc2ccc(NC(=O)N3CCN(c4ccccn4)CC3)cc2s1	86	3
COc1cccc(C(=O)N2CCN(C(=O)c3cccc4ccccc34)CC2)c1OC	91	-6
CC(C)c1ccc(C2/C(=C(\O)c3ccccc3)C(=O)C(=O)N2CCN(C)C)cc1 (stereo not drawn)	x	5
Cn1ccnc1SCC(=O)Nc1cccc(C(F)(F)F)c1	93	9&-11
Cc1nnc2c3cnn(-c4ccc(Cl)cc4)c3ncn12	x	5
CCN1C(=O)CC(N2CCN(c3ccc(OC)cc3)CC2)C1=O (stereo not drawn)	70	2
Cc1cc(C)n(C(=O)CSc2nc3ccccc3o2)n1	57	6
O=C(c1cccn2c(=O)c3cc(Br)ccc3nc12)N1CCN(c2ccccn2)CC1	94	4
COC(=O)c1[nH]c2ccc(Br)cc2c1NC(=O)C(C)N1CCN(C2CCCCC2)CC1 (stereo not drawn)	110	5
O=S(=O)(/N=C/c1ccc(Br)cc1)c1cccs1	x	0

Reprinted from above (28 entries):
SMILES	BAP1 block	HePTP inh
COc1cccc(NC(=O)COC(=O)c2cccnc2)c1	98	12
CN(C)c1ccc(NC(=O)COc2ccc(Br)cc2)cc1	67	x
Cc1nc2cc(NC(=O)N3c4ccccc4CC3C)ccc2o1 (stereo not drawn)	84	3
COc1ccc(NC(=S)NCc2ccc(Cl)cc2)cc1	x	-4
Cc1cccc(N2CCN(C(=O)Cn3sc4nc(C)cc(C)c4c3=O)CC2C)c1 (stereo not drawn)	89	-10
Cc1occc1C(=O)NC(C)C1CCCO1 (stereo not drawn)	108	6
CCn1c2ccccc2c2cc(CNCCc3ccc(OC)c(OC)c3)ccc21	x	9
O=C1N=c2ccccc2=C1c1sc(=S)n(-c2ccc(C(=O)O)cc2)c1O	x	100*
CC(=O)C(Sc1ccccc1[N+](=O)[O-])C(C)=O	x	-26
CCOc1ccc2c(c1)n(CO)c(=S)n2CO	90	1
CN(C)S(=O)(=O)NC(c1ccccc1)c1ccccc1	102	-9
COc1cc(NC(=O)c2cccc(C)c2)c(C(=O)O)cc1OC	x	14
COc1cc(OC)c(OC)cc1CNc1cc(C)ccc1OC	92	6
O=C(CSc1nnc(-c2cccs2)o1)c1cccs1	109	4
COc1ccccc1C1CC(=O)NC(SCC(=O)Nc2ccccc2)=C1C#N (stereo not drawn)	94	1
O=C(/C=C/c1ccccc1)Nc1ccc(I)cc1Cl	x	4
Cc1ccc2nc(-c3ccc(NC(=O)c4ccc(S(=O)(=O)N5CCCC5)cc4)cc3)sc2c1	x	-8
COc1ccc(C2=C/C(=C\c3ccccc3[N+](=O)[O-])C(=O)O2)cc1	x	23
CCCCCCCCCCCCCCSCC(=O)O	15*	x
CC(=O)c1c(C)[nH]c(C(=O)NCCc2cccc(C)c2)c1C	96	-2
O=C(c1ccco1)N1CCN(C(=O)c2cc(-c3ccncc3)nc3ccc(Br)cc23)CC1	x	5
CCOc1c(/C=C(\C#N)C(N)=O)c2ccccc2n1-c1c(Cl)cccc1Cl	x	2
O=C(CC(Sc1ccccc1)c1cccs1)c1ccco1 (stereo not drawn)	82	4
O=C1OC(c2ccccc2F)=N/C1=C\c1ccc(Br)cc1	x	9
CCN(CC)CCN1C(=O)c2ccccc2NC1c1cccc(F)c1 (stereo not drawn)	97	7&-9
O=C(Nc1ccccc1F)c1cc(S(=O)(=O)N2CCCCC2)cs1	98	12
CCN(CC)S(=O)(=O)c1ccc2c(c1)c(=O)c(C(=O)N1CCN(c3ccccc3)CC1)cn2C	90	3
CCOC(=O)c1c(Nc2ccc(C)cc2)csc1C	x	5

(list continues)
SMILES	BAP1 block	HePTP inh
CCOc1ccc(C2/C(=C(\O)c3ccc([N+](=O)[O-])cc3)C(=O)C(=O)N2CCCCCC(=O)O)cc1 (stereo not drawn)	x	4
COc1ccc(N2C(=O)C3C4C=CC(C4)C3C2=O)cc1 (stereo not drawn)	x	-4
Cc1cccc(OCc2nnc(SCC(=O)Nc3ccc(C)c(Cl)c3)o2)c1	80	6
CC(C)(C)N1C(=O)c2ccc(C(=O)Nc3cccc(I)c3)cc2C1=O	x	6
COc1ccc(CN(CCC(c2ccc(OC)cc2)C2CCOC(C)(C)C2)C(C)=O)cc1 (stereo not drawn)	x	-11
OCCNCCCCOc1ccccc1Cl	x	6
O=[N+]([O-])c1ccc(Cl)cc1NCCc1ccccc1	x	0
CCOC(=O)N1CCN(C(=O)CSc2ncnc3ccccc23)CC1	98	6
CCC(=O)Oc1cc2c(C(=O)OC)c(C)oc2cc1Br	x	14
Cc1ccc(-n2[nH]c(C)c(C3SCc4cc(C)c(C)cc4CS3)c2=O)cc1	x	-12
c1ccc(CNc2ccccn2)cc1	x	-5
Cc1ccc(NC(=O)c2cc(NC(=O)c3ccco3)ccc2N2CCOCC2)cc1	154	-6
N#Cc1c(-c2ccco2)cc(-c2cccnc2)nc1N	i	3
CS(=O)(=O)N1CCN(C(=O)c2ccc(F)cc2)CC1	104	5&-3
O=C(NC12CC3CC(CC(C3)C1)C2)N1CCCC(CO)C1 (stereo not drawn)	102	7
COc1cc(C2C(C(=O)c3cccs3)=C(O)C(=O)N2c2cc(C)on2)ccc1O (stereo not drawn)	126	4
CCCCN(CCCC)S(=O)(=O)c1ccc(C)cc1	x	4
Cc1ccccc1-n1c(SC(C)C(N)=O)nnc1-c1cccnc1 (stereo not drawn)	100	-4
O=C(Nc1ncc(Cc2ccc(F)cc2)s1)C1CCCCC1	x	-10
CSc1ccc(S(=O)(=O)Nc2ccc(F)cc2)cc1	102	5
Cc1cc(=O)oc2cc(OC(=O)Cc3ccccc3)ccc12	x	5
COc1ccc(NC(=O)c2ccc(OC)c(OC)c2)cc1OC	x	2
Cc1cc(S(=O)(=O)N2CCN(c3c(C)cccc3C)CC2)ccc1F	62	x
Cn1c(=O)c2c([nH]c(=O)n2C)n(C)c1=O	104	9
CC(=O)Nc1ccc2c(c1)OCCOCCOc1cc(NC(C)=O)ccc1OCCOCCO2	83	x

Single records, as listed above. Screens in order: BAP1 block | HePTP inh
Cc1ccccc1-n1c(SC(C)C(N)=O)nnc1-c1cccnc1 (stereo not drawn) is listed as 100 | -4
O=[N+]([O-])c1ccc(Cl)cc1NCCc1ccccc1 is listed as x | 0

Screening results deposited in PubChem BioAssay by several laboratories.
